Source: PubChem BioAssay (several laboratories)
Dengue-2 NS5 capping – Dengue-2 NS5 methyltransferase inhibitors, primary screen, biochemical, confirmation dose response (AID 588689); Dengue-2 NS5 methyltransferase capping enzyme assay, biochemical; higher % means a stronger effect; one-dose inhibition, % at 25 µM; IC50 in µM for titrated hits; 340,000 compounds, 0.3% hits; in the data active = a potency from the dose series; inconclusive = inhibition above about 29% without an active follow-up result
West Nile virus CPE – inhibition of WNV-induced cytopathic effect – cell-based, CPE readout (AID 1621) | 290,000 compounds, 0.02% hits | West Nile virus-infected cells, CPE inhibition; higher % means a stronger effect | CPE inhibition, % at 10 µM, or IC50 in µM where a hit was titrated; in the data active = a potency from the dose series; inconclusive = CPE inhibition mostly from about 3.7% at the one dose, without a potency; inactive = the rest, 99 in 100 with CPE inhibition below about 2.2%; also: strong numbers were not always called active
Yfh1-depleted yeast – mitochondrial function rescue without frataxin homolog – Friedreich's ataxia, plus single-dose screen, dose response (AID 1465) | S. cerevisiae Yfh1-off respiration, WST-1 reduction, 72 h; higher fold induction means a stronger effect | fold induction at 50 µM; hits with a dose series show EC50 in µM | 220,000 compounds, 0.074% hits;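 active = fold induction of absorbance versus untreated yeast above a set limit, then at least 30% activation at any dose in follow-up; inconclusive = repeats straddling the limit, or above it without dose testing; inactive = fold induction below the set limit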;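 also: activators that raise dye reduction in frataxin-depleted yeast; strong numbers were not always called active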
Dengue-2 NS5 capping pilot replicate – recorded beside Dengue-2 NS5 capping, whose call it bears; inhibition, %; measured here: pilot screen replicate inhibition
Active calls of the source: *; i = inactive; u = inconclusive; x = no result given; & = joins results of further samples; ! = not active in a repeat.

SMILES	Dengue-2 NS5 capping	West Nile virus CPE	Yfh1-depleted yeast	others
Cc1[nH]c2ccc(O)cc2c1CCN	-6%	x	x
C[C@]12CCC3C(CC[C@H]4CC(=O)CC[C@]34C)C1CCC2=O (stereo not given in full)	-13%	x	x
CCOC(=O)c1ccccc1C(=O)OCC	-7%	x	x
c1ccc(CCN2CCC3(CC2)OCCO3)cc1	8%	x	x
COc1cccc(CN2CCN(c3ccc(F)cc3)CC2)c1OC	-2%	x	x
COC(=O)C1=C(c2ccc(C(C)=O)cc2)C[C@@H]2CC[C@H]1N2C(=O)NCCNC(C)=O	4%	x	x
COC(=O)C1=C(c2ccc(C(C)=O)cc2)C[C@@H]2CC[C@H]1N2C(=O)N1CCCC1	1%	x	x
N#CC1c2ccccc2-n2nncc2CN1S(=O)(=O)c1ccc(Cl)cc1 (stereo not given)	-8%	x	x	Dengue-2 NS5 capping pilot replicate=-5.5
COC(=O)C1=C(c2ccc(F)cc2OCc2ccccc2)C[C@@H]2CC[C@H]1N2C(=O)N1CCC(O)(c2ccc(Cl)cc2)CC1	2%	x	x
CC1OC(C[N+](C)(C)C)CC1O (stereo not given)	-1%	x	x
Cn1cc(C(=O)OCC(=O)NC2(C#N)CCCCC2)c2ccccc21	6%	x	x
CC(C)NC1C2CCC(CC2)C1(O)c1ccc(Cl)c(Cl)c1 (stereo not given)	1%	x	x

Entries listed so far that have a halogen (four):
SMILES	Dengue-2 NS5 capping	West Nile virus CPE	Yfh1-depleted yeast	others
COc1cccc(CN2CCN(c3ccc(F)cc3)CC2)c1OC	-2%	x	x
N#CC1c2ccccc2-n2nncc2CN1S(=O)(=O)c1ccc(Cl)cc1 (stereo not given)	-8%	x	x	Dengue-2 NS5 capping pilot replicate=-5.5
COC(=O)C1=C(c2ccc(F)cc2OCc2ccccc2)C[C@@H]2CC[C@H]1N2C(=O)N1CCC(O)(c2ccc(Cl)cc2)CC1	2%	x	x
CC(C)NC1C2CCC(CC2)C1(O)c1ccc(Cl)c(Cl)c1 (stereo not given)	1%	x	x

The list goes on.
SMILES	Dengue-2 NS5 capping	West Nile virus CPE	Yfh1-depleted yeast	others
O=[N+]([O-])CCO	2%	x	x
CCC1CN1P(=O)(c1ccccc1)N1CC1CC (stereo not given)	3%	x	x
O=C1c2ccccc2-c2cc3ccccc3cc21	7%	x	x
CN1[C@@H]2CCC[C@H]1CC(=O)C2	5%	x	x
C#CCN[C@H](C)Cc1ccccc1	-4%	x	x
COC(=O)C1=C(c2cccc(C#N)c2)C[C@@H]2CC[C@H]1N2C(=O)NCCNC(C)=O	-4%	x	x
COC(=O)C1=C(c2cccc(OCc3ccccc3)c2)C[C@@H]2CC[C@H]1N2C(=O)NCCOc1ccccc1Cl	-4%	x	x
CCOC(=O)[C@]12Cc3cc(C)ccc3[C@H]1N(Cc1ccccc1)C(=O)c1ccccc12	1%	x	x
COC(=O)C1=C(c2cccc(C#N)c2)C[C@@H]2CC[C@H]1N2C(=O)N1CCOCC1	-1%	x	x
COC(=O)C1=C(c2ccc(-c3ccccc3)c(F)c2)C[C@@H]2CC[C@H]1N2C(=O)NC(C)C	-4%	x	x
Cc1ccccc1NC(=O)N1Cc2ccccc2-n2nncc2C1	-3%	x	x
C[C@]12CCC3C(CC[C@H]4C[C@H](O)[C@H](O)C[C@]34C)C1CC[C@@H]2O (stereo not given in full)	1%	x	x
C=CCCC1(CC)C(=O)NC(=S)NC1=O	2%	x	x
CC(=O)OCC(=O)[C@H]1CC[C@H]2[C@@H]3CC[C@H]4C[C@H](O)CC[C@]4(C)[C@H]3C(=O)C[C@]12C	1%	x	x
O=C(NCC1=C(c2cccc3ccccc23)C[C@@H]2CC[C@H]1N2Cc1ccco1)c1ccncc1	-1%	x	x
CC[C@H]1CN2CCC1C[C@H]2[C@H](O)c1ccnc2ccc(OC)cc12 (stereo not given in full)	-3%	x	x
C[C@]12CCC3C(CC[C@H]4[C@H](O)[C@H](O)CC[C@]34C)C1CCC2=O (stereo not given in full)	5%	x	x
Brc1ccc2[nH]cc(C=NN3CCCCCC3)c2c1	5%	x	x
COCCNC(=O)N1[C@H]2CC[C@@H]1C(C(=O)OC)=C(c1ccc(-c3ccccc3)c(F)c1)C2	4%	x	x
COC(=O)C1=C(c2ccccc2OCc2ccccc2)C[C@@H]2CC[C@H]1N2C(=O)NCc1ccc(OC)cc1	-9%	x	x
CN1CC[C@@]2(C)c3cc(O)ccc3N(C)[C@@H]12	22µM*!	x	x
C=CC(=O)NCNC(=O)C=C	-7%	x	x
COC1=CC=C2[C@H]3Cc4ccc(OC)c5c4[C@@]2(CCN3C)C1O5 (stereo not given in full)	-5%	x	x
Cc1ccccc1[N+](=O)[O-]	1%	x	x
Cc1cc(C)c(C)c(C(O)(C(=O)O)c2ccccc2)c1C (stereo not given)	10%	x	x
C[C@]12CCC3C(CC[C@H]4[C@H](O)[C@H](O)CC[C@]34C)C1CC[C@@H]2O (stereo not given in full)	8%	x	x
Nc1cccc2c1Cc1cc([N+](=O)[O-])ccc1-2	-13%	x	x
COC(=O)C1=C(c2ccc(OC(F)(F)F)cc2)C[C@@H]2CC[C@H]1N2C(=O)NCCNC(C)=O	8%	x	x
C=C[C@@H]1C2=CCOC(=O)C2=CO[C@H]1O[C@@H]1O[C@H](CO)[C@@H](O)[C@H](O)[C@H]1O	-8%	x	x
CN(CC=CCN(C)P(=S)(N1CC1)N1CC1)P(=S)(N1CC1)N1CC1	-6%	x	x
COC(=O)C1=C(c2cccc(OCc3ccccc3)c2)C[C@@H]2CC[C@H]1N2C(=O)NCc1cccc(C(F)(F)F)c1	-2%	x	x
COC(=O)C1=C(c2ccc3ccccc3c2)C[C@@H]2CC[C@H]1N2C(=O)N1CCOCC1	-4%	x	x
COC(=O)C1=C(c2ccc(-c3ccccc3)c(F)c2)C[C@@H]2CC[C@H]1N2C(=O)NCCNC(C)=O	-6%	x	x
COC(=O)C1=C(c2cccc(OCc3ccccc3)c2)C[C@@H]2CC[C@H]1N2C(=O)NCc1ccc(F)cc1	0%	x	x
Nc1nc(N)c2cnnn2n1	1%	x	x
COc1ccccc1N1CCN(CCc2c[nH]c3cc4c(cc23)OCO4)CC1	-9%	x	x

Reprinted from the results shown, 3 compounds:
SMILES	Dengue-2 NS5 capping	West Nile virus CPE	Yfh1-depleted yeast	others
Cc1cc(C)c(C)c(C(O)(C(=O)O)c2ccccc2)c1C (stereo not given)	10%	x	x
C[C@]12CCC3C(CC[C@H]4[C@H](O)[C@H](O)CC[C@]34C)C1CC[C@@H]2O (stereo not given in full)	8%	x	x
Nc1cccc2c1Cc1cc([N+](=O)[O-])ccc1-2	-13%	x	x

Next entries.
SMILES	Dengue-2 NS5 capping	West Nile virus CPE	Yfh1-depleted yeast	others
Cc1cc(N(CCCl)CCCl)ccc1C=Cc1ccncn1	-14%	x	x
CC(C)(O)C(=O)Nc1ccc([N+](=O)[O-])c(C(F)(F)F)c1	-7%	x	x
C#C[C@]1(O)CCC2C3C(=O)C=C4C(Cl)=CCC[C@]4(C)C3CC[C@@]21C (stereo not given in full)	6%	x	x
COC1C(O)C(C)OC(OC2CCC3(C)C(CCC4C3C(O)CC3(C)C(C5=CC(=O)OC5)CCC43O)C2)C1O (stereo not given)	-8%	x	x
COc1ccc(SCC2CN(C)CCC2c2ccc(F)cc2)cc1 (stereo not given)	-3%	x	x
COC(=O)C1=C(c2ccc3ccccc3c2)C[C@@H]2CC[C@H]1N2C(=O)N1CCC(C)CC1	-4%	x	x
COC(=O)C1=C(c2cccc(OCc3ccccc3)c2)C[C@@H]2CC[C@H]1N2C(=O)NCc1ccc(Br)cc1	-2%	x	x
O=C(/C=C/c1ccccc1)N1Cc2ccccc2-n2nncc2C1	-6%	x	x
CC(CC(C#N)(c1ccccc1)c1ccccc1)N1CCCCC1 (stereo not given)	10%	x	x
CC1CCN(C(CC(=O)c2ccccc2)C(=O)c2ccccc2)CC1 (stereo not given)	-69%	x	x
C/C=C/c1ccc2c(c1)OCO2	1%	x	x
COC(=O)C1=C(c2ccccc2OCc2ccccc2)C[C@@H]2CC[C@H]1N2C(=O)NCc1ccc([N+](=O)[O-])cc1	-4%	x	x

Looked up one by one from above (4):
SMILES	Dengue-2 NS5 capping	West Nile virus CPE	Yfh1-depleted yeast	others
C#C[C@]1(O)CCC2C3C(=O)C=C4C(Cl)=CCC[C@]4(C)C3CC[C@@]21C (stereo not given in full)	6%	x	x
COC1C(O)C(C)OC(OC2CCC3(C)C(CCC4C3C(O)CC3(C)C(C5=CC(=O)OC5)CCC43O)C2)C1O (stereo not given)	-8%	x	x
COC(=O)C1=C(c2cccc(OCc3ccccc3)c2)C[C@@H]2CC[C@H]1N2C(=O)NCc1ccc(Br)cc1	-2%	x	x
CC1CCN(C(CC(=O)c2ccccc2)C(=O)c2ccccc2)CC1 (stereo not given)	-69%	x	x

Going on with the list.
SMILES	Dengue-2 NS5 capping	West Nile virus CPE	Yfh1-depleted yeast	others
Cc1cccc(OCC(O)CN2CC2)c1 (stereo not given)	-5%	x	x
C[C@]12CC[C@H](OC(=O)CCC(=O)O)CC1=CCC1C2CC[C@@]2(C)C1CC[C@@H]2OC(=O)CCC(=O)O (stereo not given in full)	18%	x	x
COC(=O)C1=C(c2ccc(F)cc2OCc2ccccc2)C[C@@H]2CC[C@H]1N2C(=O)NCc1ccc(OC)c(OC)c1	-1%	x	x
COC(=O)C1=C(c2ccc(OC)c(OC)c2)C[C@@H]2CC[C@H]1N2C(=O)NCC1CC1	-8%	x	x
CC[C@H](C)/C=C(C)/C=C/C1=CC2=C(Cl)C(=O)[C@@](C)(OC(C)=O)C(=O)C2=CO1	u	-0.2%	i
C[N+](C)(C)CC#CCOC(=O)Nc1cccc(Cl)c1	4%	-0.1%	i
COC(=O)C1=C(c2ccc(S(C)(=O)=O)cc2)C[C@@H]2CC[C@H]1N2C(=O)NCc1ccc(F)cc1	-3%	-1.3%	i
COC(=O)C1=C(c2ccc(S(C)(=O)=O)cc2)C[C@@H]2CC[C@H]1N2C(=O)N1CCC(C)CC1	-1%	0.3%	i
Cc1c(C(=O)c2cccc3ccccc23)c2cccc3c2n1[C@H](CN1CCOCC1)CO3	-4%	3.1%	i
CCOC(=O)CCCCCNC(=O)c1c(O)[nH]c(=O)[nH]c1=O	-1%	0.4%	i
Cc1nn(C)cc1/C=C1/CC2C3CC=C4CC(O)CCC4(C)C3CCC2(C)C1=O (stereo not given)	-7%	-0.6%	i
O=C1N[C@H](Cc2ccccc2)C(=O)N2[C@@H]3[C@H](C[C@@H]12)c1ccccc1N3OOSc1ccccc1	-6%	-0.1%	i
C[N+](C)(C)CC#CCN1CCCC1=O	-6%	0.0%	i
COC(=O)C1=C(c2ccccc2)C[C@@H]2CC[C@H]1N2C(=O)NCCS(C)=O (stereo not given in full)	-6%	0.8%	i
CCc1nc2ccc(Br)cc2c(=O)n1-c1ccccc1C(F)(F)F	-4%	-0.1%	i
COC(=O)C1=C(c2cc3ccccc3s2)C[C@@H]2CC[C@H]1N2C(=O)NCc1ccccc1	-6%	-0.9%	i
COC(=O)C1=C(c2cccc(OC)c2OC)C[C@@H]2CC[C@H]1N2C(=O)N1CCC(O)CC1	1%	0.4%	i
C[C@@]12N[C@@H](Cc3ccccc31)c1ccccc12	-11%&2%	0.4%	i
COC(=O)C1=C(c2cc3ccccc3s2)C[C@@H]2CC[C@H]1N2C(=O)NC1CC1	-8%	-1.0%	i
O=C(Nc1ccccc1)c1c(O)[nH]c(=S)[nH]c1=O	-9%	-0.5%	i
CCCN1CCc2cccc3c2[C@H]1Cc1ccc(O)c(O)c1-3	1%	-0.5%	u
COC(=O)C1=C(c2cc3ccccc3o2)C[C@@H]2CC[C@H]1N2C(=O)NCc1cccc2ccccc12	-5%	-0.5%	i
Cc1ccc(S(=O)(=O)N[C@@H](CCCCN)C(=O)CCl)cc1	-2%	0.7%	i

These rows are one share of the data; count on the stated rates, not on these rows.
